Screens (PubChem)
DDE Tn6 FP inh = inhibitors of Tn6 peptide binding to human fibrin DD(E). P02675. Fibrin DD(E) TRITC-Tn6 fluorescence polarization displacement. inhibition, % at 8.3 µM. 370,000 tested, 0.21% active. AID 720509;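 active = inhibition above a per-campaign cutoff: mean of compounds within control limits plus 3 SD, cut at about 15% in these data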;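 note: 0% = median of all compound wells on the plate and 100% = blocking peptide control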
UHRF1 binding = blocks human UHRF1 binding to methylated DNA; UHRF1 binding to methylated oligo, TR-FRET; inhibition, % at 4.4 µM; Q96T88; 370,000 tested, 0.75% active; in the data active = inhibition above about 21%;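 note: UHRF1 SRA domain binding a hemimethylated CpG hairpin DNA probe; 0% = median of test compound wells and 100% = reference inhibitor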
LEDGF integ inh = blocks HIV-1 LEDGF/p75-dependent DNA integration | TR-FRET IN-LEDGF/p75 DNA integration, Eu/Cy5 | inhibition, % at 3.7 µM | 370,000 tested, 0.64% active | AID 743269;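 active = inhibition above the screen-wide mean plus 3 SD, cut at about 13% in these data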;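 note: signal is the Cy5 over europium emission ratio at 671 and 618 nm; 0% = plate median of compound wells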
Tn7 DDE FP = DD(E)-Tn7 binding inhibition, primary FP screen; P02675; FP displacement of FITC-Tn7 peptide from fibrin DD(E); 0% = median of compound wells per plate; inhibition, % at 8.3 µM; 370,000 tested, 0.13% active; AID 720508;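 active = inhibition above the mean of compounds falling within the control limits plus 3 SD of them, cut at about 14% in these data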;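 note: 0% = plate median of compound wells and 100% = 10 µM Aha-Tn7 peptide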
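system = human fibrin DD(E) protein | quantity = DD(E) 2 µM final | medium = Tris/NaCl/CaCl2 buffer, pH 7.8 | also added = labelled Tn7 tracer, 0.1 µM | compound dosing = single point at 8.3 µM | timing = compound with protein 10 min, then 3 h after probe, room temperature | signal = FP measurement | benchmarks = Aha-Tn7 high control | repeats = one replicate per compound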
proKLK7 act = activates the human kallikrein-7 zymogen; 370,000 tested, 0.9% active; P49862; AID 652039; activation, % at 7 µM; purified proKLK7, EDANS-DABCYL substrate fluorescence; 100% is mature enzyme control, 0% vehicle;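 active = activation above the mean of all tested compounds plus 3 SD, computed per campaign excluding outliers beyond control limits, cut at about 13% in these data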
Target sequence (P49862 whole entry, looked up): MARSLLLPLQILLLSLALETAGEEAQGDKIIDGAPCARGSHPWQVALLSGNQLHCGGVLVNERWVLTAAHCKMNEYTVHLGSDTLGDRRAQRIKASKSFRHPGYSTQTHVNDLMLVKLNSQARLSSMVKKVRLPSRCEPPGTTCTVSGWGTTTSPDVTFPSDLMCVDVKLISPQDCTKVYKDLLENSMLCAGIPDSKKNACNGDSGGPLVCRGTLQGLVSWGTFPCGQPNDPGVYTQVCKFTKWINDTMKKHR
PRMT1 FP inh = inhibitors of human PRMT1 | inhibition, % at 2.79 µM | 370,000 tested, 1.3% active | Q99873 | AID 652257 | recombinant PRMT1, activity-based probe fluorescence polarization;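 active = inhibition above about 21% made by adding two undisclosed values, limit read from the data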
Target sequence (Q99873 whole entry, looked up): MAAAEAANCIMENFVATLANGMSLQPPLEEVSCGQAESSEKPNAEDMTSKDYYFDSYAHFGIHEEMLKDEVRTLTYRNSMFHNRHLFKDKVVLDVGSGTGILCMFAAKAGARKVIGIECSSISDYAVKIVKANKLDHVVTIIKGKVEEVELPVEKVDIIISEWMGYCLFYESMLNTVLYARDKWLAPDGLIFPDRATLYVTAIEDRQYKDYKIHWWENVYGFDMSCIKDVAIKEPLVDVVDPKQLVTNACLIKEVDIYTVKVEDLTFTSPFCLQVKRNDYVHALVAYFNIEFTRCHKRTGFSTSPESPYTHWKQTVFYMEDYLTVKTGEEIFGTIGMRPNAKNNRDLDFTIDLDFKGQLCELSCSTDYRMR
MBD2 DNA inh = inhibitors of human MBD2 binding to methylated oligonucleotide; Q9UBB5; TR-FRET; inhibition, % at 4.4 µM; 370,000 tested, 0.31% active; AID 686964; in the data active = inhibition above about 13%
Target sequence (Q9UBB5 whole entry, looked up): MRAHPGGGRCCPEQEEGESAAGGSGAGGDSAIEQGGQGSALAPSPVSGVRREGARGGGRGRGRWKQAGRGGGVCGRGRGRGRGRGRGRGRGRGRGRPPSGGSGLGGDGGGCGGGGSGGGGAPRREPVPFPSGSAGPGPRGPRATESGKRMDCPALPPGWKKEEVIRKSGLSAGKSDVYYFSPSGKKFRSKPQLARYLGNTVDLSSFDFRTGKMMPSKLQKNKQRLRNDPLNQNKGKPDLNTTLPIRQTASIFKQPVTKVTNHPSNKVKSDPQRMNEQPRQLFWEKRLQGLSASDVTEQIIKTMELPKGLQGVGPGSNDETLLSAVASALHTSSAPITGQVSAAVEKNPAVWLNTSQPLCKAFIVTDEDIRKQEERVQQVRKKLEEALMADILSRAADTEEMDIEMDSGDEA
TCR CD3 inh = blocks the human TCR-CD3 interaction; TAMRA-labeled TCR probe fluorescence, biochemical; 360,000 tested, 0.37% active; inhibition, % at 9.4 µM; in the data active = inhibition above about 19%;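 note: recombinant mutant TCR 2C K166C tagged with TAMRA read by polarization; 0% = receptor in buffer alone and 100% = receptor with positive control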
SIAE inh = blocks human sialic acid acetylesterase. Q9HAT2. SIAE FP-Rh probe binding, fluorescence polarization. inhibition, % at 9.66 µM. 370,000 tested, 0.69% active. AID 1053197;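 active = inhibition above a cutoff: mean of compounds within the control limits plus 3 SD of those, cut at about 17% in these data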;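 note: 0% = plate median of compound wells and 100% = probe without SIAE protein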
TDP2 inh = blocks human TDP2 phosphodiesterase activity. AID 720702. inhibition, % at 12.8 µM. recombinant TDP2, T5PNP hydrolysis, p-nitrophenol absorbance 415 nm. 370,000 tested, 0.34% active. O95551;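 active = inhibition above the mean of all tested compounds plus 3 SD, set per campaign, cut at about 25% in these data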;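 note: 0% = DMSO with enzyme and 100% = buffer with substrate but no TDP2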
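System – recombinant human TDP2 · Amount – 120 nM TDP2 per well · Buffer or medium – Mg2+-containing Tris-HCl buffer, pH 7.5 · Reagent – T5PNP substrate, 5 mM · Dosing – 12.8 µM single point, 1% DMSO · Incubation – 2 h at 37 °C · Measured by – epi absorbance · Read-out basis – percent inhibition · Benchmarks – high control without enzyme, low control DMSO plus TDP2 · Repeats – singlicate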
Numbers without * were called inactive; / = not tested or not shown.

SMILES	DDE Tn6 FP inh	UHRF1 binding	LEDGF integ inh	Tn7 DDE FP	proKLK7 act	PRMT1 FP inh	MBD2 DNA inh	TCR CD3 inh	SIAE inh	TDP2 inh
COc1cc(/C=C/C(=O)NCCc2ccc(S(N)(=O)=O)cc2)ccc1OCC#N	-1.4	-0.8	-0.6	-10.3	1.3	-0.5	-0.7	1.4	-6.5	7.3
Cc1cc(C(=O)N2CCC(C(=O)O)CC2)c(C(F)(F)F)o1	-0.1	9.5	2.8	0.8	0.1	1.0	-8.2	0.5	-2.9	-2.2
Cc1ccc(C)c(OCCC(=O)OCC(=O)N2CCN(c3ccccc3)CC2)c1	-2.3	5.3	-9.1	-5.0	0.6	5.7	6.1	-3.4	-2.3	-10.4
O=C(CN1C(=O)c2cccnc2Oc2ccc(Cl)cc21)NCCc1ccccc1	-1.8	0.5	-0.7	-2.2	-0.6	2.1	1.4	-1.1	-3.4	2.4
COc1cc(/C=N/n2c(-c3ccccc3)n[nH]c2=S)ccc1O	7.6	1.3	-0.3	7.5	-0.1	3.2	4.7	1.7	5.7	4.9
CCCC(=O)N1c2ccccc2C(N(C(C)=O)c2ccccc2)CC1C (stereo unspecified)	7.9	0.6	-1.0	1.9	-0.3	-0.9	4.9	-0.7	8.9	-8.1
CC(=O)NC(Cc1cc(C)ccc1C)C(=O)N1CCN(C(=O)Nc2ccc(C(C)=O)cc2)CC1 (stereo unspecified)	8.1	-0.2	-5.1	14.6*	0.3	2.0	3.6	-6.5	-2.7	-0.9
CCN(CC)CCCNC(=O)c1oc2ccc(S(=O)(=O)N3CC(C)CC(C)C3)cc2c1C (stereo unspecified)	-1.9	-0.6	-0.7	0.7	-0.7	-2.1	-3.9	9.5	0.1	0.7
COc1ccc([N+](=O)[O-])cc1NCc1ccccc1	-0.9	-2.5	-1.2	-5.4	-0.1	3.4	-0.9	2.0	-7.3	-1.6
CC1(C)Cc2c(C#N)c(NCCc3ccccc3)nc(-c3ccco3)c2CO1	-5.1	-0.6	0.0	-2.3	3.9	18.5	-3.4	-1.0	-7.0	-1.5
CCOC(=O)C1(C)CCCN(C(=O)c2cc(C#N)cs2)C1 (stereo unspecified)	-1.6	2.2	-0.7	-8.0	0.2	-4.6	-2.7	0.8	0.7	-14.1
CCOC(=O)C1CCN(C(=O)N(CC)CC)CC1	-1.8	4.0	6.4	2.0	-0.4	-4.0	-3.4	-3.5	-9.9	-8.2
Cn1c(=O)c2c(ncn2CC(=O)N2CCN(c3ccc(F)cc3)CC2)n(C)c1=O	-1.9	0.3	-2.2	-5.9	0.7	0.5	-2.2	1.6	4.3	9.8
O=C(CCc1c[nH]c2ccccc12)NCCc1ccc2c(c1)OCCO2	-3.4	0.9	-1.8	-1.8	-0.3	6.7	-0.3	-2.2	17.2*	5.6
O=P1(O)C=C(c2ccccc2)NC(c2ccccc2)=C1	5.5	1.0	1.4	5.9	-0.1	-1.6	-1.7	3.6	1.6	3.4
NC(=O)c1c(NC(=O)CSc2nnc(-c3ccccc3)n2CC2CCCO2)sc2c1CCC2 (stereo unspecified)	-2.5	-3.2	4.4	-2.7	-0.3	1.1	1.6	3.2	0.2	5.1
C#CCCC(=O)c1ccccc1/C=[N+](\[O-])c1ccccc1	-5.7	1.2	6.4	4.8	-0.3	-1.0	0.9	0.7	-8.5	3.8
CC(C)CNC(=O)C1CSCCS(=O)(=O)N1Cc1ccc(F)cc1 (stereo unspecified)	1.0	-2.0	3.2	-7.8	0.5	-9.7	-0.3	/	-2.4	4.8
O=C(COC(=O)c1cc[n+]([O-])cc1)Nc1ccc(Cl)cc1[N+](=O)[O-]	1.1	-5.3	0.2	1.4	0.2	1.6	3.0	0.4	-1.2	8.6
O=C(CSc1ncnc2ccccc12)NCCCO	10.5	-2.8	7.0	-5.4	0.2	10.7	-1.9	10.4	0.0	-4.5
COc1ccc(S(=O)(=O)Nc2ccccc2-c2nnn(CC(=O)Nc3ccccc3OC)n2)cc1	5.0	0.9	2.1	-7.4	0.9	2.1	1.7	4.2	-6.8	-1.4
O=S(=O)(c1cccc2nsnc12)N1CCOCC1	-1.7	-2.3	-3.2	0.2	0.0	-0.9	-0.1	7.7	-2.6	-1.5
Cc1ccc(NC(=S)c2ccncc2)c(C)c1	5.9	-1.0	0.5	1.7	-0.3	-1.4	-5.7	-2.1	4.2	7.5
Cc1cc(C(=O)COC(=O)c2ccc3c(c2)NC(=O)CS3)c(C)n1CC1CCCO1 (stereo unspecified)	1.7	1.5	0.3	-3.6	0.5	9.7	-4.6	8.9	2.1	-0.8
CC(=O)N1CCN(Cc2nc3cc([N+](=O)[O-])ccc3n2C)CC1	0.1	1.5	0.2	0.4	0.1	-2.8	0.1	-4.0	13.6	1.5
CCOc1ccc(NC(=O)C2CCN(S(=O)(=O)c3cccnc3)CC2)cc1	7.0	8.1	2.4	-0.2	-0.1	-1.0	-2.9	0.4	-1.9	-17.4
CC(C)=CCCC(C)CN1CCC(N2CCC(C(=O)N3CCCC3)CC2)CC1 (stereo unspecified)	-3.8	0.0	1.1	2.7	0.4	1.2	2.5	4.8	-0.3	-4.8
Cc1cccc(C(=O)Nc2scc(CC(C)C)c2C(=O)O)c1	0.3	0.3	4.8	-4.4	0.7	2.5	-0.7	6.8	3.4	-6.4
O=C(/C=C/c1ccc(Cl)cc1)NCCCN1CCOCC1	4.4	1.1	1.3	-8.5	-0.1	-0.7	1.1	-3.0	16.7	-4.6
C=CCN(CC=C)CCOc1ccc(OC(C)C)cc1	7.4	-0.1	-1.7	8.2	0.4	-0.8	-6.7	8.2	0.9	-8.8
O=C(N/N=C/c1cc([N+](=O)[O-])ccc1N1CCCCCC1)c1ccccn1	-3.7	-2.1	-0.6	0.1	-0.1	-4.4	-0.3	2.7	-8.0	0.9
Cc1ccc2c(c1)c(C1=NC(=S)NC1=O)c(O)n2C	3.1	-3.5	-0.6	-2.0	0.6	5.0	-0.7	-1.3	3.2	-1.7
Cn1c(SC(C(=O)Nc2ccc(F)cc2)c2ccccc2)nc2ccccc21 (stereo unspecified)	4.1	-1.4	3.8	-3.4	-0.1	3.1	-2.8	13.1	-16.1	-1.7
Cn1cccc1CNC1CCCCC1	-1.4	-2.0	-1.0	3.4	0.1	-1.2	-1.1	2.8	6.3	4.6
Cc1ccc(NC2c3ncccc3C(=O)N2C2CCCCC2)cc1C (stereo unspecified)	-1.6	-3.1	-3.0	0.7	0.8	2.2	-7.9	3.0	1.9	1.9
Cc1ccc2nc(-c3ccccc3)oc(=O)c2c1	3.7	0.1	-4.4	-5.8	-0.5	5.7	-0.1	-7.3	-3.9	7.3
CC(C)=CCC/C(C)=C/CNC(=O)C[C@H]1C[C@H](C(=O)N2CCCCC2)[C@@]2(C)c3[nH]c4cc(-c5ccco5)ccc4c3CCN2C1=O	1.8	5.4	7.0	-4.3	1.4	23.8*	0.1	4.8	-2.9	0.6
CCOC(=O)[C@]12CCCC=C1N(Cc1cccc3ccccc13)C(=O)[C@H](CC(=O)N1CCCCC1)C2	-7.5	14.7	-1.6	-0.9	0.5	5.9	10.1	-2.8	0.9	6.5
COc1ccccc1NS(=O)(=O)c1cc2c3c(c1)CCN3C(=O)CC2	-1.8	5.3	-0.2	6.7	-0.5	3.2	3.7	-15.8	7.9	-9.5
CNC(=O)c1cc2ccccc2o1	0.2	-2.1	0.6	-0.7	-0.1	-1.0	2.1	13.4	3.2	2.1
Cc1ccc(NC(=O)CN(C)C(=O)Cn2ncc(Cl)c(Cl)c2=O)cc1	8.4	6.4	-3.5	-6.7	0.3	6.8	2.2	-0.7	-0.2	-1.1
CCOc1ccc2[nH]c(=O)c(CN(Cc3cccs3)Cc3nnnn3C(C)(C)CC)cc2c1	-2.4	-2.0	-3.8	0.2	-1.5	-0.1	-1.5	7.3	-12.1	-9.1
COc1ccc(S(=O)(=O)N(C)C)cc1NC(=O)COc1ccc2c(c1)CCC2	-3.9	1.9	0.7	3.3	0.5	0.3	-2.7	-4.6	-5.4	1.7
COc1cc(C(=O)O)nc2ccc([N+](=O)[O-])cc12	4.1	-2.8	-1.1	-5.3	-0.7	0.0	-2.5	7.1	5.7	7.1
CCn1cc(CNC(=O)c2cc(-c3ccccc3OC)nc3ccccc23)c(C)n1	-3.4	-1.4	1.7	3.6	-0.3	-0.8	-2.8	-0.7	9.0	-5.8
Clc1ccc(Cl)c(-c2ccc(/C=N/c3ncn[nH]3)o2)c1	-2.4	-6.2	1.1	6.5	-0.6	-2.1	0.5	0.1	0.2	12.3
CC(=O)c1ccc(Nc2cc(C)nc3ccc(C)cc23)cc1	-1.7	14.9	-0.2	-5.1	0.9	-5.3	3.5	-15.5	-1.6	-24.6
COc1ccc(NC(=O)c2ccco2)cc1NC(=O)c1ccc(C)cc1	-5.0	1.1	1.9	0.5	0.1	0.5	5.1	-5.1	2.5	-2.1
COC(=O)c1c(-c2ccsc2)sc2ccc(-c3cc(OC)c(OC)c(OC)c3)cc12	-6.6	7.6	1.3	-1.6	-0.9	1.1	-0.1	-0.9	-5.0	0.4
Nc1nc2nc(-c3ccc(OCc4ccccc4)cc3)cc(C(F)(F)F)n2n1	-9.3	1.3	0.6	8.6	-19.5	-3.1	2.8	-2.4	-2.0	3.1
The list continues.
SMILES	DDE Tn6 FP inh	UHRF1 binding	LEDGF integ inh	Tn7 DDE FP	proKLK7 act	PRMT1 FP inh	MBD2 DNA inh	TCR CD3 inh	SIAE inh	TDP2 inh
CCN(CC)C1CCN(C(=O)c2cc(COc3cccc4cccnc34)on2)C1 (stereo unspecified)	4.7	0.8	-0.4	-0.4	0.5	-0.2	-4.9	-3.8	6.5	-4.4
Cc1c(C(=O)NCCN2CCOC2=O)oc2c(F)cccc12	10.0	1.6	2.8	0.9	-0.1	-4.4	0.3	-1.3	9.1	3.2
CCCc1cc(=O)[nH]c2nnc(SCC(=O)Nc3cccc(NC(C)=O)c3)n12	-0.2	1.1	-1.1	3.3	0.2	2.4	15.5*	-2.3	0.0	-1.6
O=C1C(Cl)=C(NC2CCCCC2)C(=O)N1c1ccc(Cl)cc1	1.1	-1.2	-0.6	5.0	-3.2	6.1	-5.1	-1.6	14.8	-9.4
CCCCCOc1ccc(CSC2=NCCN2)cc1[N+](=O)[O-]	-0.6	0.9	-3.1	0.1	0.0	1.9	-0.9	-4.3	-0.7	6.1
O=C(NCCc1c[nH]c2ccccc12)c1cc2sccc2n1Cc1ccccc1	-6.2	-2.2	-0.7	-2.6	-0.4	-1.1	2.9	2.2	-1.2	-0.9
Cc1ccc(NC(=O)CNc2cccc(C)c2C)c(C)c1	-3.1	-1.4	1.1	-1.6	0.1	-3.2	0.5	5.5	1.5	-6.8
